Source: PubChem
TDP1 inh: qHTS Assay for Inhibitors of Tyrosyl-DNA Phosphodiesterase (TDP1); Tyrosyl-DNA phosphodiesterase 1 (Homo sapiens), Q9NUW8; Potency, µM (highest dose often 130 µM), for inactives: at the top dose activity change, negative = inhibition, actives largely listed as inhibitors; recombinant TDP1, AlphaScreen DNA substrate cleavage; AID 485290, 2010; 350,000 compounds, 0.28% hits; note: nearly all actives have a fitted effect of over 40% in size
Target sequence (Q9NUW8 whole entry, looked up): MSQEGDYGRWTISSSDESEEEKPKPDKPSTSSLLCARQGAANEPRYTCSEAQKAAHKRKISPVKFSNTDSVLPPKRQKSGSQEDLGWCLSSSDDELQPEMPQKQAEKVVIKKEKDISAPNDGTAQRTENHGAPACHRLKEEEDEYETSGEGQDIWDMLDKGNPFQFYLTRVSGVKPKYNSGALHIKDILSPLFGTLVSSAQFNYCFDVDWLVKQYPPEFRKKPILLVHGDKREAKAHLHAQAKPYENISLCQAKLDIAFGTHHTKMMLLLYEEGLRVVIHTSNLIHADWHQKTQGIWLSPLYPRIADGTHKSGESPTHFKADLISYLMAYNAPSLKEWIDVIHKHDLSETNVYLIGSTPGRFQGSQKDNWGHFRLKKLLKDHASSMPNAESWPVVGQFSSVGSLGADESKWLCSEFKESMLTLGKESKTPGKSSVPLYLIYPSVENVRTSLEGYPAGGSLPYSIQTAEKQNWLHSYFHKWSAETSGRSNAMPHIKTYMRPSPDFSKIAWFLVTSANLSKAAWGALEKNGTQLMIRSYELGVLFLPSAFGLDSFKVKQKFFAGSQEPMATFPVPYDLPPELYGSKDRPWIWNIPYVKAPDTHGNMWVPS
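Signal: AlphaScreen proximity between streptavidin donor and anti-FITC acceptor beads on intact substrate. Reaction: Tdp1 1 nM, substrate 15 nM final, 5 min RT after 15 min compound preincubation.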
DT40 TDP1 CPT: qHTS for Inhibitors of human tyrosyl-DNA phosphodiesterase 1 (TDP1): qHTS in cells in presence of CPT | chicken DT40 Tdp1-/-;hTDP1 cells + 20 nM CPT, ATP luminescence, 48 h | AID 686979, 2013 | 420,000 compounds, 12% hits | Potency, µM (highest dose often 46.2 µM), for inactives: at the top dose activity change, negative = growth inhibition, usual class: inhibitors; note: nearly all actives have a fitted effect of over 55% in size
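Chicken DT40 Tdp1-/- cells complemented with human TDP1, 400 cells/well, exposed to compounds plus 20 nM camptothecin for at least 48 h at 37 C; viability read as ATP content by CellTiter-Glo luminescence.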
DT40 TDP1 no CPT: qHTS for Inhibitors of human tyrosyl-DNA phosphodiesterase 1 (TDP1): qHTS in cells in absence of CPT; DT40 Tdp1-/- hTDP1 cells, no CPT, ATP luminescence, 48 h; Potency, µM (top dose mostly 46.2 µM), for the others: at the top dose activity change, negative = growth inhibition, usual class: inhibitors; 420,000 compounds, 15% hits; note: nearly all actives have a fitted effect of over 55% in size
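Stably hTDP1-transfected Tdp1-null chicken DT40 cells were treated with library compounds minus camptothecin and grown for at least 48 hr at 37 °C, after which cellular ATP was quantified by luminescence.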
Active calls of the source: *; [ ] = another dose, or the depositor's remark. Calls come from the whole dose curve; as a rule, active = well fitted curve in the direction sought with a large enough effect; inconclusive = small, poorly fitted or top-dose-only effect, or another doubt; inactive = no such curve, though single readings can be large; an effect the other way counts as inactive or inconclusive. % is set by controls: 0 for no effect and ±100 for the full control effect; potency is the fitted concentration of half-maximal effect. Compounds were not picked by outcome; any-hit rate near 18%.

For C/C(=N\OC(=O)c1c(-c2ccccc2Cl)noc1C)c1nccs1 the results were TDP1 inh 0%, DT40 TDP1 CPT inconclusive and DT40 TDP1 no CPT -29%.
`COc1cc2[nH]c(=O)n(CCCC(=O)NCCc3ccccc3)c(=O)c2cc1OC` gave TDP1 inh 1%, DT40 TDP1 CPT -5% and DT40 TDP1 no CPT -4%.
CCN(CC)S(=O)(=O)c1ccc(N2CCCC2)c(C(=O)OCC(=O)Nc2cc(C)on2)c1 was read as TDP1 inh 1%, DT40 TDP1 CPT -14% and DT40 TDP1 no CPT inconclusive.
For O=C(O)CS(=O)(=O)c1ccc(Oc2ccc(S(=O)(=O)CC(=O)O)cc2)cc1 the results were TDP1 inh 6%, DT40 TDP1 CPT -23% and DT40 TDP1 no CPT -10%.
CC(=O)Nc1ccc(S(=O)(=O)NC2(C(F)(F)F)NC(=O)N(Cc3ccccc3)C2=O)cc1 (configuration not stated) was read as TDP1 inh 4%[56.1 µM], DT40 TDP1 CPT 4% and DT40 TDP1 no CPT 3%.
Screening CC(=O)Oc1ccc2c(=O)c(-c3nc4ccccc4s3)coc2c1 returned TDP1 inh 0%, DT40 TDP1 CPT 0% and DT40 TDP1 no CPT -16%.
Screening CCOC(=O)c1cnc(-n2nc(C)cc2C)nc1Nc1ccc(OC)cc1 returned TDP1 inh 4%, DT40 TDP1 CPT 8.2µM* and DT40 TDP1 no CPT 12µM*.
For COc1ccc(CNC(=O)CN(CC2CCCO2)C(=O)CNS(=O)(=O)c2ccccc2)cc1 (configuration not stated) the results were TDP1 inh 1%, DT40 TDP1 CPT -2% and DT40 TDP1 no CPT 12%.
For COc1cc(NC(=O)CCS(=O)(=O)c2ccc3nc(C)sc3c2)cc(OC)c1OC the results were TDP1 inh 1%, DT40 TDP1 CPT 4% and DT40 TDP1 no CPT 11%.
Screening CCc1ccc2oc(=O)cc(CN3CCCCC3)c2c1 returned DT40 TDP1 CPT -26% and DT40 TDP1 no CPT 7%.
COc1ccc(C2N(C(=O)c3ccccc3)CCN2C(=O)c2ccc(C)cc2)cc1 (configuration not stated) was read as TDP1 inh 5%, DT40 TDP1 CPT 29µM* and DT40 TDP1 no CPT inconclusive.
`Cc1cccc(-n2ncc3c(=O)[nH]c(SCC(=O)N4CC(=O)Nc5ccccc54)nc32)c1` gave TDP1 inh -1%, DT40 TDP1 CPT inconclusive and DT40 TDP1 no CPT 16µM*.
COc1cc(C(=O)Oc2c(CN3CCOCC3)cc(Cl)c3cccnc23)cc(OC)c1OC was read as TDP1 inh 7%, DT40 TDP1 CPT 2.6µM* and DT40 TDP1 no CPT 5.2µM*.
`CC1CCCC(C)N1C(=O)CSc1nnc(NC(=O)c2cccs2)s1` (configuration not stated) gave TDP1 inh 4%, DT40 TDP1 CPT -14% and DT40 TDP1 no CPT -1%.
Screening COc1ccc(C2=NC(C(F)(F)F)(C(F)(F)F)c3c(n(C)c(=O)n(C)c3=O)N2)cc1 returned TDP1 inh 6%, DT40 TDP1 CPT 15µM* and DT40 TDP1 no CPT 18µM*.

Gathered by group, the entries above containing two or more sulfur atoms (3)
For O=C(O)CS(=O)(=O)c1ccc(Oc2ccc(S(=O)(=O)CC(=O)O)cc2)cc1 the results were TDP1 inh 6%, DT40 TDP1 CPT -23% and DT40 TDP1 no CPT -10%.
For COc1cc(NC(=O)CCS(=O)(=O)c2ccc3nc(C)sc3c2)cc(OC)c1OC the results were TDP1 inh 1%, DT40 TDP1 CPT 4% and DT40 TDP1 no CPT 11%.
`CC1CCCC(C)N1C(=O)CSc1nnc(NC(=O)c2cccs2)s1` (configuration not stated) gave TDP1 inh 4%, DT40 TDP1 CPT -14% and DT40 TDP1 no CPT -1%.

Going on with the list.
`O=C(NC(c1ccc(F)cc1)c1ccc2ccccc2n1)C1CCN(Cc2cccc(C(F)(F)F)c2)CC1` (configuration not stated) gave DT40 TDP1 CPT 2.9µM* and DT40 TDP1 no CPT 5.2µM*.
For CCCOc1ccc(C(=O)Nc2ccc3oc(-c4cccc(Cl)c4Cl)nc3c2)cc1 the results were TDP1 inh -3%[12.3 µM], DT40 TDP1 CPT 8.2µM* and DT40 TDP1 no CPT 7.3µM*.
`CCCCCC(=O)Nc1nnc(CCc2ccccc2)s1` gave DT40 TDP1 CPT 2% and DT40 TDP1 no CPT -16%.
For CCOC(=O)c1cnc2c(-c3ccccc3)c(C)nn2c1N the results were TDP1 inh 1%, DT40 TDP1 CPT 2% and DT40 TDP1 no CPT -9%.
CC1=C(C(=O)Nc2ccc(C)cc2C)C(c2cccs2)n2nc(SCc3cccc(C)c3)nc2N1 (configuration not stated) was read as TDP1 inh -5%, DT40 TDP1 CPT 21µM* and DT40 TDP1 no CPT 18µM*.
`CCOCCCNC(=O)/C(C#N)=C/c1ccc([N+](=O)[O-])o1` gave TDP1 inh 5%, DT40 TDP1 CPT 1.3µM* and DT40 TDP1 no CPT 1.8µM*.
For CC(OC(=O)c1c(F)cccc1F)C(=O)NCCC1=CCCCC1 (configuration not stated) the results were TDP1 inh -2%, DT40 TDP1 CPT inconclusive and DT40 TDP1 no CPT -21%.
`CC#CC(=O)N1CCCC(Cc2cccc(OC)c2)(C(=O)OCC)C1` (configuration not stated) gave DT40 TDP1 CPT -9% and DT40 TDP1 no CPT -3%.
CCNC(=O)/C(C#N)=C/c1c(N2CCN(C)CC2)nc2c(C)cccn2c1=O was read as DT40 TDP1 CPT 10% and DT40 TDP1 no CPT -12%.
For Cc1ccc(Oc2nc3c(c(=O)n(C)c(=O)n3C)n2C)cc1C the results were TDP1 inh -1%, DT40 TDP1 CPT -26% and DT40 TDP1 no CPT inconclusive.
For COc1cc(OC)cc(C(=O)Nc2ccc3oc(-c4ccccc4C)nc3c2)c1 the results were TDP1 inh 1%[12.3 µM], DT40 TDP1 CPT inconclusive and DT40 TDP1 no CPT inconclusive.
`COc1ccc(OC)c(NC(=O)C2(C)CCN2Cc2cccc(OC)c2F)c1` (configuration not stated) gave DT40 TDP1 CPT inconclusive and DT40 TDP1 no CPT inconclusive.
Screening CCOc1ccc(-c2nnc(SCC(=O)N3CCNC3=O)o2)cc1 returned TDP1 inh 0%, DT40 TDP1 CPT -6% and DT40 TDP1 no CPT 11%.
Screening COc1cccc(CNC(=O)Cc2ccc(Br)cc2)c1 returned TDP1 inh 3%, DT40 TDP1 CPT 12% and DT40 TDP1 no CPT -12%.
For N#Cc1cccc(-c2csc(C(O)(c3ccccc3)C(F)(F)F)n2)c1 (configuration not stated) the results were DT40 TDP1 CPT inconclusive and DT40 TDP1 no CPT inconclusive.

Nothing new here: 3 of the compounds above.
For CCCOc1ccc(C(=O)Nc2ccc3oc(-c4cccc(Cl)c4Cl)nc3c2)cc1 the results were TDP1 inh -3%[12.3 µM], DT40 TDP1 CPT 8.2µM* and DT40 TDP1 no CPT 7.3µM*.
`CCCCCC(=O)Nc1nnc(CCc2ccccc2)s1` gave DT40 TDP1 CPT 2% and DT40 TDP1 no CPT -16%.
For CCOC(=O)c1cnc2c(-c3ccccc3)c(C)nn2c1N the results were TDP1 inh 1%, DT40 TDP1 CPT 2% and DT40 TDP1 no CPT -9%.

Further compounds follow.
O=c1c2cc(F)ccc2sn1-c1ccc(F)cc1 was read as TDP1 inh 0%, DT40 TDP1 CPT 2.6µM* and DT40 TDP1 no CPT 3.3µM*.
`Cc1ccccc1NS(=O)(=O)c1cc2c3c(c1)C(C)C(=O)N3CCC2` (configuration not stated) gave TDP1 inh 1%, DT40 TDP1 CPT 3% and DT40 TDP1 no CPT -2%.
`O=C(COc1ccccc1-c1ccccc1)N/N=C/c1ccccn1` gave TDP1 inh 7%, DT40 TDP1 CPT 23µM* and DT40 TDP1 no CPT 23µM*.
For COc1ccc(C2CC(=O)C(C=NCCN3CCN(C(=S)Nc4ccccc4)CC3)=C(O)C2)cc1 (configuration not stated) the results were DT40 TDP1 CPT -6% and DT40 TDP1 no CPT -5%.
CC1CCCCC12NC(=O)N(CC(=O)Nc1cccnc1Cl)C2=O (configuration not stated) was read as TDP1 inh -3%, DT40 TDP1 CPT -2% and DT40 TDP1 no CPT -10%.
COCCCNc1ncnc2sc3c(c12)CCC(C)C3 (configuration not stated) was read as TDP1 inh -8%, DT40 TDP1 CPT inconclusive and DT40 TDP1 no CPT 23µM*.
Screening OCCCn1c(C2CCCN2c2nc(-c3ccc(F)cc3)cs2)nc2cc(C(F)(F)F)ccc21 (configuration not stated) returned DT40 TDP1 CPT 8.2µM* and DT40 TDP1 no CPT inconclusive.
Screening Cc1cc(OC(C)C(N)=O)nc(-c2ccccc2)n1 (configuration not stated) returned TDP1 inh 3%, DT40 TDP1 CPT 31% and DT40 TDP1 no CPT -28%.
O=C(CSc1nnc(Cc2ccc(Cl)cc2)o1)Nc1ccccc1 was read as TDP1 inh -5%, DT40 TDP1 CPT 2% and DT40 TDP1 no CPT 8%.
CCN(CCCC(=O)c1ccc(F)cc1)CCc1ccccc1 was read as TDP1 inh 3%, DT40 TDP1 CPT inconclusive and DT40 TDP1 no CPT inconclusive.
For COc1ccccc1N1CCN(S(=O)(=O)c2ccc(Cl)s2)CC1 the results were TDP1 inh 1%, DT40 TDP1 CPT -24% and DT40 TDP1 no CPT -30%.
`O=C(Nc1nnc(C2CC2)s1)c1ccc(Cl)nc1` gave TDP1 inh 1%, DT40 TDP1 CPT -25% and DT40 TDP1 no CPT -2%.
`CCCCOC(=O)c1ccc(NC(=O)c2cc3c(=O)n4cccc(C)c4nc3s2)cc1` gave TDP1 inh 1%, DT40 TDP1 CPT 6% and DT40 TDP1 no CPT -7%.
`CCC(=O)N1CCc2cc(S(=O)(=O)NCCC(=O)Nc3cc(C)ccc3OC)ccc21` gave TDP1 inh 2%, DT40 TDP1 CPT -9% and DT40 TDP1 no CPT -19%.
`CCCSCCCNC(=O)C1CCN(C(=O)c2cc3sccc3n2C)CC1` gave TDP1 inh 5%, DT40 TDP1 CPT 21µM* and DT40 TDP1 no CPT 21µM*.
`CCCCn1c(N)c(N(CCOC)C(=O)CCN2C(=O)C3CC=CCC3C2=O)c(=O)[nH]c1=O` (configuration not stated) gave DT40 TDP1 CPT 8% and DT40 TDP1 no CPT -2%.
Screening CN(C)CCCNC(=O)/C(=C/c1ccc(-c2ccc([N+](=O)[O-])cc2)o1)NC(=O)c1ccccc1 returned TDP1 inh 5%, DT40 TDP1 CPT inconclusive and DT40 TDP1 no CPT -24%.
COc1cccc(NC(=O)Nc2ccccc2SC)c1 was read as TDP1 inh -1%, DT40 TDP1 CPT inconclusive and DT40 TDP1 no CPT inconclusive.
Screening CS(=O)(=O)N(CC(=O)N1CCOCC1)c1ccccc1 returned TDP1 inh 0%, DT40 TDP1 CPT -1% and DT40 TDP1 no CPT 6%.
`CCN(c1ccccc1)S(=O)(=O)c1nnc(NC(=O)C(C)C)s1` gave DT40 TDP1 CPT -13% and DT40 TDP1 no CPT -12%.
CC(C)Oc1ccc(C2CC(=O)N(c3cccc(C(=O)O)c3)C2=O)cc1 (configuration not stated) was read as TDP1 inh 1%, DT40 TDP1 CPT 10% and DT40 TDP1 no CPT 0%.
For CCc1ccc(N(CC(=O)NC)S(C)(=O)=O)cc1 the results were TDP1 inh 0%, DT40 TDP1 CPT -7% and DT40 TDP1 no CPT -2%.
`Cc1ccc2ncnc(Nc3ccc(C)c(C)c3)c2c1` gave TDP1 inh 4%, DT40 TDP1 CPT inconclusive and DT40 TDP1 no CPT inconclusive.
COc1ccccc1/C=C/c1nc2ccccc2c(=O)o1 was read as DT40 TDP1 CPT -8% and DT40 TDP1 no CPT -19%.
Screening Cc1ccc(-n2nc(C(=O)N3CCOCC3)cc2-c2ccc(Cl)cc2)cc1 returned TDP1 inh -1%, DT40 TDP1 CPT inconclusive and DT40 TDP1 no CPT inconclusive.
For O=C(CSc1ncc2c(n1)-c1cc(Cl)ccc1N(Cc1ccccc1)S2(=O)=O)NCc1ccccc1 the results were TDP1 inh 3%, DT40 TDP1 CPT inconclusive and DT40 TDP1 no CPT inconclusive.
Screening COc1ccc(OC)c(NC(=O)CSc2nnc(C)n2Cc2ccccc2)c1 returned TDP1 inh 1%, DT40 TDP1 CPT -7% and DT40 TDP1 no CPT 3%.
Screening Cc1cc(C)nc(NS(=O)(=O)c2ccc(NC(=S)NC(=O)C(C)C)cc2)n1 returned TDP1 inh 0%, DT40 TDP1 CPT -9% and DT40 TDP1 no CPT -9%.
Screening CCCc1cc(C(=O)Nc2ccc(Cl)cn2)cs1 returned TDP1 inh -6%[56.1 µM], DT40 TDP1 CPT 0% and DT40 TDP1 no CPT 0%.
Screening Cc1ccccc1CN1CCN(C(=O)[C@H]2O[C@@H](n3ccc(=O)[nH]c3=O)[C@H](O)[C@@H]2O)CC1 returned DT40 TDP1 CPT -8% and DT40 TDP1 no CPT -5%.
